Assay outcomes (PubChem BioAssay)
Epigenetic reg – derepresses silenced GFP reporter in murine cells; murine LDR cells, GFP reporter derepression, 30 h; Potency, µM (highest dose often 53.9 µM), for inactives: top-dose GFP activation, most hits filed as activators; actives 0.2% (n = 280,000); AID 1865; note: potency is the fitted concentration of half-maximal effect; % of control where 0% means no effect; nearly all actives have a fitted effect of over 60% in size
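Murine LDR cells bearing a silenced CMV-driven GFP reporter were exposed to compound for 30 h at 37 C. After PBS washes, GFP-positive cells (20-120 um objects) counted by laser-scanning microplate cytometry.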
GLA spleen mod – inhibitors or activators of human alpha-galactosidase in spleen homogenate; P06280; human spleen homogenate, 4MU-alpha-Gal fluorescence, 40 min; Potency, µM (series often up to 80 µM), for the others: top-dose activity change, negative = inhibition, usual class: inhibitors; actives 0.008% (n = 240,000);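 note: potency is the fitted concentration of half-maximal effect; 0% = enzyme with vehicle and -100% = no enzyme basal signal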
Target sequence (P06280 32-429 limits assumed): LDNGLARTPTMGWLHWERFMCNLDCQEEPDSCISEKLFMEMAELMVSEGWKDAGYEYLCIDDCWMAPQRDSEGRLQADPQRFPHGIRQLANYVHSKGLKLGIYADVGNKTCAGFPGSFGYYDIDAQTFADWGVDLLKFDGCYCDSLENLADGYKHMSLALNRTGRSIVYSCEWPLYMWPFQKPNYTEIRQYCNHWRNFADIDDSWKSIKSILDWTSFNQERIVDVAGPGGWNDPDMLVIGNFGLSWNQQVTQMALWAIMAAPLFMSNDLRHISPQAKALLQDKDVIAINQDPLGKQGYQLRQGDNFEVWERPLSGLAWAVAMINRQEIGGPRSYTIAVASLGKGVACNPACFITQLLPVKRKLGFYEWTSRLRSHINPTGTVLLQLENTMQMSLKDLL
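Spleen homogenate 1 ug + cpd (titration) + 4-MU-alpha-D-galactopyranoside 1 mM; 37C 40 min; 50 mM citrate/phosphate pH 5.0, 0.01% Tween-20; stop pH 10; fluorescence 365/440; AC50 via Hill.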
CBFb-RUNX1 inh – CBF-beta/RUNX1 interaction disruption; AlphaScreen CBFb-His/RUNX1-biotin binding, biochemical; Potency, µM (highest dose often 59.8 µM), inactives show at the highest dose activity, negative = inhibition, most hits filed as inhibitors; 230,000 tested, under 10 active; note: % of control where 0% means no effect
Target sequence (Q01196 whole entry, looked up): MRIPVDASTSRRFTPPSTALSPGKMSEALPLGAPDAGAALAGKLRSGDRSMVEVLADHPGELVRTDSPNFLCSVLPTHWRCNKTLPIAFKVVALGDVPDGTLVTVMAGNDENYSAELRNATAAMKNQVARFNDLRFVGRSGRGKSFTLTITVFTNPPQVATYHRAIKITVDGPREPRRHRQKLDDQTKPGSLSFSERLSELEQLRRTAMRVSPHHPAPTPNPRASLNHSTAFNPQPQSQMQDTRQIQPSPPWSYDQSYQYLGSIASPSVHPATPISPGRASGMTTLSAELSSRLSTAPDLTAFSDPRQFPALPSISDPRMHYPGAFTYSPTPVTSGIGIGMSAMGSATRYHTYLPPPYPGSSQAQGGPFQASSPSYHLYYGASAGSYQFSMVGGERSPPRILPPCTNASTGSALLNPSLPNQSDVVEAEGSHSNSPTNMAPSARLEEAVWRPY
Target sequence (Q13951 whole entry, looked up): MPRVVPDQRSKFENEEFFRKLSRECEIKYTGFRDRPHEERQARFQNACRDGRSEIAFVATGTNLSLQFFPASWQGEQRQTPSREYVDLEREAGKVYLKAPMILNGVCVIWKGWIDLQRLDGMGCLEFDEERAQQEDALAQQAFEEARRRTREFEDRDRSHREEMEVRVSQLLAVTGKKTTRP
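Interaction loss through any mechanism counts as activity. Pre-formed complex of His-CBF-beta and biotin-RUNX1 (30 nM apiece) is incubated with compound 15 min, then with 50 ng nickel and 50 ng streptavidin beads for 90 min before AlphaScreen detection.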
Luc counter – blocks Kinase-Glo luciferase, a counter-screen artifact; Kinase-Glo luciferase, ATP luminescence, 8 min; Potency, µM (doses to about 38.3 µM), for the others: at the highest dose activity change, negative = inhibition, actives largely listed as inhibitors; actives 0.28% (n = 200,000); note: potency is the fitted concentration of half-maximal effect; % is set by controls: 0 for no effect and ±100 for the full control effect; nearly all actives have a fitted effect of over 60% in size
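Kinase-Glo luciferase light output from ATP and luciferin was measured with 10 uM ATP, within the enzyme's linear range. Buffer: 50 mM imidazole pH 7.2, 50 mM KCl, 7 mM MgCl2, 0.01% Tween 20, 0.05% BSA; luminescence read after 8 min at ambient temperature.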
Lamin A splicing – LMNA splicing modulation. HeLa LMNA splicing GFP/RFP minigene ratio, 48 h. Potency, µM (highest dose often 46.1 µM), inactives show top-dose ratio change, negative = inhibition, most hits filed as inhibitors. actives 0.01% (n = 200,000); active = well fitted inhibition curve with a large enough effect in the signal ratio, with a control signal flat, not every such curve was filed as active; inconclusive = small, poorly fitted or top-dose-only effect, or effect the other way, or a change in a side signal; the % refers to the signal ratio; note: potency is the fitted concentration of half-maximal effect; % is set by controls: 0 for no effect and ±100 for the full control effect
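S3 HeLa cells stably expressing lamin A-EGFP splicing minigene plus DsRed2, 600 cells/well, 48 h compound exposure at 37C. Laser-scanning cytometry; analysed as GFP (500-530 nm)/RFP (575-640 nm) total intensity ratio; 0.5% DMSO vehicle.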
NPSR antag – antagonists of human neuropeptide S receptor cAMP signaling; CHO-NPSR cells, cAMP TR-FRET, antagonist mode; Potency, µM (doses to about 38.3 µM), without a hit: top-dose activity change, negative = inhibition, usual class: inhibitors; actives 1% (n = 220,000); AID 1461; note: potency is the fitted concentration of half-maximal effect; % is set by controls: 0 for no effect and ±100 for the full control effect; nearly all actives have a fitted effect of over 50% in size; many of its hits are not listed in these tables
IMPase Li cell – cell-permeable IMPase inhibitors with lithium potentiation; CHO-M1 cells, IP1 TR-FRET (IP-One), carbachol + lithium; Potency, µM (top dose mostly 59.4 µM), for the others: top-dose activity, negative = IMPase inhibition, hits mostly inhibitors; actives 0.35% (n = 210,000); AID 1457;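 note: IP1 builds up when IMPase is blocked and the TR-FRET signal falls; potency is the fitted concentration of half-maximal effect; plate controls were basal vehicle for no effect and high inhibitor control for full effect; nearly all actives have a fitted effect of over 50% in size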
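Concentration–response in CHO-M1 cells, lithium-potentiated; 30 min at 37C. IP1 detected by competitive TR-FRET after 10 min lysis at RT. Hill-fitted AC50.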
* marks the source's active call; other numbers are inactive results; u = inconclusive; x = not tested or not shown; [ ] = dose if it differs, or a comment. Unless noted, calls come from the whole dose curve; as a rule, active = well fitted curve in the direction sought with a large enough effect; inconclusive = small, poorly fitted or top-dose-only effect, or another doubt; inactive = no such curve, though single readings can be large; an effect the other way counts as inactive or inconclusive.

item	canonical_smiles	Epigenetic reg	GLA spleen mod	CBFb-RUNX1 inh	Luc counter
1	O=P(O)(CCc1ccncc1)CN1CCCCC1	0.8%	7%	3%	-4%
2	CS(=O)(=O)c1ccc2nc(NC(NC(=O)c3ccco3)(C(F)(F)F)C(F)(F)F)sc2c1	-1.0%	-1%	1%	0%
3	C/C(CCN1CCCCc2nc(C)c(C)cc21)=N\O[C@@H](C)c1cn([C@@H]2COC[C@@H]2O)nn1	0.0%[10.1 µM]	2%[17.5 µM]	1%[13.1 µM]	x
4	Cc1cccc(Cc2nnc(CCC(=O)N(C)C3CCOC3)o2)c1 (stereo not given)	-0.6%	0%	2%	3%
5	Cc1noc(C)c1C(=O)OCC(=O)NC(=O)NC12CC3CC(CC(C3)C1)C2	-0.1%	2%	-9%	-3%
6	COc1ccc2c(c1)SC1=NCCS(=O)(=O)N12	-2.4%	-2%	-6%	-5%
7	Cc1ccc(C(OCC(O)CNC(C)c2ccccc2)c2ccccc2)cc1 (stereo not given)	-2.2%	1%	1%	0%
8	COc1cc(C2C(C(=O)/C=C/c3ccccc3)=C(O)C(=O)N2c2ccccn2)ccc1O (stereo not given)	0.5%	1%	-2%	1%
9	CC(C)(C)c1ccc(C(=O)Nc2ccc(CN3CCS(=O)(=O)CC3)cc2)cc1	1.1%	7%	-10%	x
10	CCCn1c(C)cc(/C=C(\C#N)C(=O)O)c1C	-0.9%	-25%	-4%	x
11	Cc1cc(C)c2nc3nc(C)c(C)cc3c(N)c2c1	u	-2%	2%	3%
12	Cc1occc1C(=O)NNC(=O)c1ccccc1C(=O)O	-2.5%	-15%	-8%	-4%

item	Lamin A splicing	NPSR antag	IMPase Li cell
1	10%	4%[46.1 µM]	-2%[38.3 µM]
2	10%	-26%[46.1 µM]	14%[38.3 µM]
3	x	x	x
4	u	-6%	5%
5	11%	14%[46.1 µM]	18%[38.3 µM]
6	u	1%[46.1 µM]	1%[38.3 µM]
7	-26%[46 µM]	u	13%
8	u	-18%	1%
9	x	-18%	x
10	-1%	0%[46.1 µM]	x
11	x	-29%	15%
12	-8%[46 µM]	13%	5%

Additional structures:
item	canonical_smiles	Epigenetic reg	GLA spleen mod	CBFb-RUNX1 inh	Luc counter
13	COc1ccc(-c2c(NC(=O)c3ccco3)n(-c3ccc(C)cc3)nc(C)c2=O)cc1	0.0%	-7%	24%	x
14	COc1ccc2c([N+](=O)[O-])c(Cl)[nH]c2c1	-5.1%	7%	1%	-1%
15	O=C(CCc1ccc(S(=O)(=O)NCc2ccccc2)cc1)NCc1cccnc1	0.0%	3%	11%	3%
16	CSc1nc(O)c(Cc2ccccc2)c(=O)[nH]1	0.2%	-1%	1%	-2%
17	COc1cc(/C=N/NC(=O)c2ccc(F)cc2)ccc1OC(=O)c1ccco1	0.0%	1%	1%	-3%
18	CCc1c(C(=O)OC)nnc2cc(C)nn12	1.6%	-7%	0%	-4%
19	COc1ccc(NC(=O)C2CCCN(S(=O)(=O)c3cccc4nonc34)C2)cc1 (stereo not given)	4.1%	-3%	-3%	-3%
20	COc1ccc(-n2nc(C(=O)Nc3cc(OC)c(OC)c(OC)c3)c3ccccc3c2=O)c(OC)c1	-1.3%	-1%	-6%	x
21	CC(=O)Nc1ccc(SCC(=O)OCC(=O)NC(=O)NC2CCCC2)cc1	-0.4%	-2%	6%	0%
22	COc1ccccc1CN1C[C@@H]2C[C@@H](c3ccccc3OC)N3CCC[C@@]23C1=O	1.1%	4%	3%	x
23	Cc1cc[n+](CC(=O)Nc2nc3ccccc3s2)cc1	0.0%	4%	7%	-1%
24	COCCN(Cc1nc(C2(c3ccc(C)cc3)CCCC2)no1)C(C)C	4.6%	0%	6%	-3%

item	Lamin A splicing	NPSR antag	IMPase Li cell
13	x	10%	x
14	-1%[46 µM]	15%	8%
15	16%	13%	-1%
16	-9%	-1%[46.1 µM]	-8%[38.3 µM]
17	5%	1%	1%
18	-3%	3%[46.1 µM]	27%[38.3 µM]
19	1%	0%[46.1 µM]	12%[38.3 µM]
20	x	-44%	3%
21	4%[46 µM]	0%	3%
22	x	3%	x
23	-4%[46 µM]	1%	18%
24	u	48%	13%

(more compounds)
item	canonical_smiles	Epigenetic reg	GLA spleen mod	CBFb-RUNX1 inh	Luc counter
25	CC(C)(C)c1cc(-c2n[nH]c(=S)n2-c2ccccc2F)n[nH]1	0.0%	1%	-4%	x
26	O=C(CN1C(=O)NC2(CCCC2)C1=O)Nc1ccc(F)c(F)c1F	-4.8%	-12%	2%	-5%
27	O=C(CSc1nc2c(sc3ccccc32)c(=O)n1-c1ccccc1)NCc1ccco1	0.0%	-2%	0%	0%
28	CCN(Cc1cc(=O)n2ccsc2n1)c1cccc2ccccc12	0.0%	13%	5%	-2%
29	Cc1ccc(NC(=O)c2nc[nH]c2C(=O)N2CCC(C)CC2)cc1	7.9%	-8%	10%	x
30	COc1ccc(N2CCN(c3nc4c(c(=O)n(C)c(=O)n4C)n3Cc3ccccc3)CC2)cc1	1.0%	-1%	-18%	-1%
31	c1coc(-c2nnc3sc(-c4cccs4)nn23)c1	-1.0%	-4%	-5%	-3%
32	O=C(NC1CCCCC1)c1ccccc1C(F)(F)F	2.6%	-6%	-7%	-2%
33	CN(C)CCNC(=O)Cn1nc(C(F)F)cc1C1CC1	-1.1%	5%	-1%	1%
34	O=C1/C(=C\c2ccco2)CCC/C1=C\c1ccco1	u	4%	-10%	-15%
35	CCOC(=O)c1[nH]c2ccc(F)cc2c1NC(=O)CN1CCc2cc(OC)c(OC)cc2C1	-1.0%	3%	-16%	1%
36	COc1ccc(-n2nc3ccc(NS(C)(=O)=O)cc3n2)cc1Cl	-1.1%	18%	5%	0%

item	Lamin A splicing	NPSR antag	IMPase Li cell
25	x	-18%	x
26	6%	-10%[46.1 µM]	27%[38.3 µM]
27	u	-37%	u
28	u	-24%	9%
29	x	-2%	x
30	-2%	-27%[46.1 µM]	32%[activator][38.3 µM]
31	-13%	0%[46.1 µM]	1%[38.3 µM]
32	x	8%	0%
33	-2%	5%[46.1 µM]	7%[38.3 µM]
34	-17%	-49%	2%
35	-3%	-23%[46.1 µM]	8%[38.3 µM]
36	-2%	-1%[46.1 µM]	-6%[38.3 µM]

The listing continues:
item	canonical_smiles	Epigenetic reg	GLA spleen mod	CBFb-RUNX1 inh	Luc counter
37	Cc1ccc2nc(-c3ccccc3Cl)cc(C(=O)Nc3cc(C)on3)c2c1	-7.2%	4%	-3%	0%
38	CN1C2=NCCN2C(=O)c2cc(Cl)ccc21	1.1%	5%	8%	x
39	Cc1ccc(C23CC4CC(CC(C(=O)OCC(=O)NC5CCS(=O)(=O)C5)(C4)C2)C3)cc1 (stereo not given)	0.0%	3%	6%	4%
40	CC(C)CC(=O)Nc1ccccc1N1CCN(c2ccccc2)CC1	2.6%	-1%	1%	11%
41	CCC(C)n1c(SCC(=O)/C(C#N)=C(\C)N)nc2ccccc2c1=O (stereo not given)	-1.0%	8%	8%	2%
42	CC(=O)NC(=S)Nc1ccccc1N1CCCCC1	-3.1%	6%	3%	3%
43	COC(=O)C1=NN(C(=O)c2cccc(Cl)c2)C(O)(C(C)(C)C)C1 (stereo not given)	2.0%	3%	9%	-3%
44	COc1cc(NC(=O)C(Cc2ccccc2)n2cccc2)cc(OC)c1 (stereo not given)	0.7%	6%	-6%	x
45	O=C(NCCN1CCN(c2ccccc2F)CC1)c1cccn2c(=O)c3ccccc3nc12	-1.1%	4%	3%	-5%
46	O=C(CS(=O)(=O)Cc1ccccc1)NCc1ccco1	-1.1%	2%	1%	-1%
47	C=CCNC(=S)NN=C1CCCCCCC1	0.9%	4%	-3%	0%
48	Cc1cnc(NC(=O)c2ccc3c(c2)C(=O)N(Cc2ccco2)C3=O)s1	8.9%	18%	-3%	-2%

item	Lamin A splicing	NPSR antag	IMPase Li cell
37	u	u	5%[38.3 µM]
38	u	-21%	x
39	5%	16%	-1%
40	x	-50%	5%
41	u	9%	-1%
42	5%[46 µM]	-33%	2%
43	0%	-8%	-5%
44	x	-13%	x
45	3%	-9%[46.1 µM]	2%[38.3 µM]
46	8%[46 µM]	6%	6%
47	x	-57%	23%
48	8%	1%[46.1 µM]	10%[38.3 µM]

Additional structures:
item	canonical_smiles	Epigenetic reg	GLA spleen mod	CBFb-RUNX1 inh	Luc counter
49	Cc1ccc(-n2c(SCc3ccc(C#N)cc3)nnc2-c2ccccn2)cc1	-1.6%	6%	-11%	10%
50	CCOC(=O)CC(=O)Nc1ccn[nH]1	3.1%	7%	21%	x
51	O=C(Nc1ncnc2sc3c(c12)CCCCC3)c1ccc(F)cc1	-0.5%	-1%	3%	1%
52	Fc1ccc(NC2=NCCCCC2)cc1	-2.5%	5%	0%	3%
53	CC(NC(=O)C(=O)N/N=C/c1ccccc1)c1ccccc1 (stereo not given)	-0.2%	7%	-9%	5%
54	CC(C)(C)C1CCc2sc(-c3nnc(CCl)o3)cc2C1 (stereo not given)	4.3%	9%	3%	0%

item	Lamin A splicing	NPSR antag	IMPase Li cell
49	23%	-30%[46.1 µM]	9%[38.3 µM]
50	-8%[46 µM]	-2%	x
51	-9%	-22%[46.1 µM]	32%[activator][38.3 µM]
52	-4%[46 µM]	26%	17%
53	-9%[46 µM]	5%	4%
54	-15%[46 µM]	0%	3%

Four structures out of the list, sorted by count of non-hydrogen atoms, rising.
item	canonical_smiles	Epigenetic reg	GLA spleen mod	CBFb-RUNX1 inh	Luc counter
50	CCOC(=O)CC(=O)Nc1ccn[nH]1	3.1%	7%	21%	x
52	Fc1ccc(NC2=NCCCCC2)cc1	-2.5%	5%	0%	3%
51	O=C(Nc1ncnc2sc3c(c12)CCCCC3)c1ccc(F)cc1	-0.5%	-1%	3%	1%
49	Cc1ccc(-n2c(SCc3ccc(C#N)cc3)nnc2-c2ccccn2)cc1	-1.6%	6%	-11%	10%

item	Lamin A splicing	NPSR antag	IMPase Li cell
50	-8%[46 µM]	-2%	x
52	-4%[46 µM]	26%	17%
51	-9%	-22%[46.1 µM]	32%[activator][38.3 µM]
49	23%	-30%[46.1 µM]	9%[38.3 µM]

This is a subset; rates above refer to the full screens.
